# Assay outcomes deposited in PubChem by National Center for Advancing Translational Sciences (NCATS).
# PKM2 activator – qHTS Assay for Activators of Human Muscle isoform 2 Pyruvate Kinase; Pyruvate kinase PKM (Homo sapiens), P14618; AID 1631, 2009; purified PKM2, Kinase-Glo ATP luminescence, activation; response scale: 0% is enzyme alone, no compound; Potency, µM (top dose mostly 57.5 µM), inactives show at the highest dose activation, most hits filed as activators; 0.34% of 260,000 active; further: potency means the concentration at half of the fitted maximal effect; on the % scale 0 is the no-effect control and ±100 the full control effect; nearly all actives have a fitted effect of over 55% in size
#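 hPK-M2, >95% pure; 0.1 mM ADP / 0.5 mM PEP final; imidazole pH7.2 buffer w/ 7 mM MgCl2, 50 mM KCl; 1 h RT; Kinase-Glo lum. Intermediate enzyme activity for dual inhibitor/activator qHTS.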
# ELG1 DNA repair – qHTS screen for small molecules that inhibit ELG1-dependent DNA repair in human embryonic kidney (HEK293T) cells expressing luciferase-tagged ELG1. HEK293T ELG1-luciferase reporter, luminescence, 16 h; DNA damage induced by 5-fluorouridine. Potency, µM (series often up to 46.1 µM), inactives show at the highest dose activity change, negative = inhibition, most hits filed as inhibitors. 2.3% of 330,000 active; further: potency means the concentration at half of the fitted maximal effect; on the % scale 0 is the no-effect control and ±100 the full control effect; nearly all actives have a fitted effect of over 55% in size
#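 Quantitative HTS, concentration-response format. 2,000 cells/well co-treated with 5-fluorouridine and compound, 16 hr in 5% CO2 at 37 °C; ONE-Glo luminescence read after 30 min.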
# Mito fusion act – qHTS Assay for Small Molecule Inhibitors of Mitochondrial Division or Activators of Mitochondrial Fusion; AID 485298, 2010; 0.23% of 320,000 active; Potency, µM (titrated, usually from 46.1 µM), for the others: top-dose growth rescue (activation), hits mostly activators; S. cerevisiae fusion-defective mutant growth rescue, CellTiterGlo 48 h;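 further: potency means the concentration at half of the fitted maximal effect; % of control where 0% means no effect; nearly all actives have a fitted effect of over 45% in size; temperature-sensitive fusion mutants such as fzo1-1 at 37 °C on non-fermentable ethanol glycerol medium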
#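 Read-out: ATP-based luminescence (CellTiterGlo, 10 min ambient) reporting growth of fusion-defective ts yeast after 48 hours at 37C on glycerol/ethanol YPEG medium in the presence of compound.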
# MBNL1-CUG inh – qHTS Assay for Inhibitors of MBNL1-poly(CUG) RNA binding. Potency, µM (series often up to 57.5 µM), without a hit: at the top dose activity change, negative = inhibition, hits mostly inhibitors. 0.036% of 280,000 active. TR-FRET MBNL1-His/biotin-(CUG)12 binding, 665/545 ratio. Muscleblind-like protein 1 (Homo sapiens), Q9NR56; active means well fitted inhibition curve with a large enough effect in the signal ratio, with a control signal flat, not every such curve was filed as active; inconclusive means small, poorly fitted or top-dose-only effect, or effect the other way, or a change in a side signal; inactive means no such curve, though single readings can be large or run the other way; the % refers to the signal ratio; further: potency means the concentration at half of the fitted maximal effect; on the % scale 0 is the no-effect control and ±100 the full control effect
# Target sequence (Q9NR56 whole entry, looked up): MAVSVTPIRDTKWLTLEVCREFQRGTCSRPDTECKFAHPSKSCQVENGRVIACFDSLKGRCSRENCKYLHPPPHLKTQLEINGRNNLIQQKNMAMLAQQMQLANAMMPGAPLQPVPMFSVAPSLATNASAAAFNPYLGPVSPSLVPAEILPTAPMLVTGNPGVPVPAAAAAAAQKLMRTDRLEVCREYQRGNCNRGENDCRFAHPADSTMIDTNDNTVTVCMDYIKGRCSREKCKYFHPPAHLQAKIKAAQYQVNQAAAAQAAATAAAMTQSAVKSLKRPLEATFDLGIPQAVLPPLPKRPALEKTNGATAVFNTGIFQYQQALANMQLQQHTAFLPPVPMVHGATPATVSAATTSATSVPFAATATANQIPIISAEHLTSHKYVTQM
#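 His-tagged MBNL1 binding to biotinylated (CUG)12 RNA was measured by TR-FRET using terbium anti-His antibody (0.055 ng/ul final) and streptavidin-XL665 (5 nM final). Compounds were titrated 92 nM to 58 uM; 60 min at room temperature.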
# FLuc modulator – qHTS profiling assay for firefly luciferase inhibitor/activator using purifed enzyme and Km concentrations of substrates (counterscreen for miR-21 project); Luciferin 4-monooxygenase (Photinus pyralis), P08659; purified FLuc, Km substrates, luminescence inhibition; Potency, µM (top dose mostly 57.5 µM), inactives show at the highest dose activity change, negative = inhibition, usual class: inhibitors; 6.9% of 360,000 active;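 further: potency means the concentration at half of the fitted maximal effect; plate controls were vehicle for no effect and reference inhibitor for full effect; nearly all actives have a fitted effect of over 55% in size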
#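 Purified P. pyralis luciferase, 10 nM final, with Km-level 10 uM D-luciferin and 10 uM ATP in 50 mM Tris acetate pH 7.5, 10 mM Mg acetate, 0.01% Tween-20, 0.05% BSA; 6-point qHTS titration about 60 µM downward; luminescence read.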
# VP16 counter – VP16 counterscreen qHTS for inhibitors of ROR gamma transcriptional activity; Drosophila S2 Gal4-VP16 UAS-luciferase, luminescence, 20 h; Potency, µM (highest dose often 53.6 µM), inactives show at the highest dose activity, negative = inhibition, usual class: inhibitors; 3.5% of 310,000 active; AID 2546, 2010;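 further: Gal4-VP16 expression switched on by copper sulfate through the metallothionein promoter; potency means the concentration at half of the fitted maximal effect; on the % scale 0 is the no-effect control and ±100 the full control effect; nearly all actives have a fitted effect of over 50% in size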
# KCNH2 3.1 inh – qHTS for Inhibitors of KCHN2 3.1: Mutant qHTS. U2OS KCNH2 3.1, thallium flux FluxOr; stronger effect = lower value. activity change, % (tested at about 1.8 µM). 0.95% of 340,000 active;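 active means maximum activity change below -70%; inconclusive means maximum activity change from -70% to -50%; inactive means maximum activity change above -50%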;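 further: thallium influx rate constant from kinetic fluorescence after stimulation buffer; on the % scale 0 is the no-effect control and ±100 the full control effect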
#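 Normalized rate constant (relative to positive and negative DMSO controls) derived from a 2 min kinetic fluorescence read after stimulation; U2OS cells expressing the 3.1 isoform via virus at 1.77 x 10^8 /mL.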
# NPC1 promoter act – qHTS Assay for NPC1 Promoter Activators. Huh7 NPC1 promoter luciferase reporter, 24 h. Potency, µM (series often up to 9.22 µM), inactives show at the top dose activation, usual class: activators. 2.4% of 320,000 active;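 further: potency means the concentration at half of the fitted maximal effect; % of control where 0% means no effect; nearly all actives have a fitted effect of over 60% in size; reporter is driven by a mutant NPC1 promoter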
#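 In 1536-well qHTS, Huh7 cells harboring an NPC1 promoter–luciferase construct received compound for 24 h; activation was quantified by luminescence following luciferase reagent addition.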
# Rab9 promoter act – qHTS Assay for Rab9 Promoter Activators | Potency, µM (doses to about 9.22 µM), without a hit: at the top dose activation, negative = inhibition, hits mostly activators | Huh7 Rab9 promoter-luciferase reporter, luminescence, 24 h | 2.8% of 320,000 active; further: potency means the concentration at half of the fitted maximal effect; % of control where 0% means no effect; nearly all actives have a fitted effect of over 60% in size
#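 Measured in stably transfected Huh7 cells bearing a Rab9 promoter–luciferase construct: 24 h compound treatment at 37 °C, followed by luminescence detection.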
# Menin-MLL TR inh – qHTS Assay for Inhibitors Targeting the Menin-MLL Interaction in MLL Related Leukemias: Competition With Texas Red Labeled MLL-derived Mutant Peptide | O00255 | Menin + Texas Red MLL mutant peptide, fluorescence polarization | Potency, µM (series often up to 61.6 µM), without a hit: at the highest dose FP activity change, negative = inhibition, actives largely listed as inhibitors | 0.23% of 270,000 active | AID 1768, 2009; active means well fitted inhibition curve with a large enough effect in the polarisation, with a control signal flat, not every such curve was filed as active; inconclusive means small, poorly fitted or top-dose-only effect, or effect the other way, or a change in a side signal; inactive means no such curve, though single readings can be large or run the other way; the % refers to the polarisation; further: potency means the concentration at half of the fitted maximal effect; % of control where 0% means no effect; many of its hits are not listed in these tables
# RORg inh – qHTS for inhibitors of ROR gamma transcriptional activity; Nuclear receptor ROR-gamma (Mus musculus), P51450; Drosophila S2 Gal4-RORgamma UAS-luciferase reporter, 20 h; Potency, µM (top dose mostly 53.6 µM), for the others: top-dose activity change, negative = inhibition, most hits filed as inhibitors; 5.4% of 310,000 active; further: potency means the concentration at half of the fitted maximal effect; on the % scale 0 is the no-effect control and ±100 the full control effect; nearly all actives have a fitted effect of over 60% in size
# Target sequence (P51450 whole entry, looked up, the tested form may be a part): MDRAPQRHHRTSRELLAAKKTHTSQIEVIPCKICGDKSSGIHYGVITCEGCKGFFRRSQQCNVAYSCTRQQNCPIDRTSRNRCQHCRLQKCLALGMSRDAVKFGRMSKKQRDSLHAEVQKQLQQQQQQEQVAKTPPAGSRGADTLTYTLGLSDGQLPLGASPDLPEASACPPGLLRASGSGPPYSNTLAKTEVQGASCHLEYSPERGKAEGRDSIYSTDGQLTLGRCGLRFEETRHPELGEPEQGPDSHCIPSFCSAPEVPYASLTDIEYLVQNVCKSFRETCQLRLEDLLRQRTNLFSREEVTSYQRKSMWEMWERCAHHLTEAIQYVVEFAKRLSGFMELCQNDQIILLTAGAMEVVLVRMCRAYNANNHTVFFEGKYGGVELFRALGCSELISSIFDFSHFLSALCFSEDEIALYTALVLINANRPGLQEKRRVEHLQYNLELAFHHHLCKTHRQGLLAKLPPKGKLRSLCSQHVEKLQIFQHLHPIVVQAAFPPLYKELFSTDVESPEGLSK
#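 Using a luciferase readout, inhibitors were identified by reduced reporter activity in Drosophila cells coexpressing a copper-inducible Gal4–ROR gamma fusion and UAS-driven Photinus luciferase, incubated 20 hr after 700 uM copper sulfate.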
# Active calls of the source: *; ? = inconclusive; . = not tested or not shown; [ ] = dose if it differs, or a comment. Unless noted, the call rests on the fitted dose curve; in most records, active means well fitted curve in the direction sought with a large enough effect; inconclusive means small, poorly fitted or top-dose-only effect, or another doubt; inactive means no such curve, though single readings can be large; an effect the other way counts as inactive or inconclusive.
SMILES,PKM2 activator,ELG1 DNA repair,Mito fusion act,MBNL1-CUG inh,FLuc modulator,VP16 counter,KCNH2 3.1 inh,NPC1 promoter act,Rab9 promoter act,Menin-MLL TR inh,RORg inh
O=C(NCC(=O)N1CCN(c2ncc(C(F)(F)F)cc2Cl)CC1)c1ccc(Br)o1,-1%,?,-4%,2%,6%,-12%,.,-1%,-4%,.,?
CC(C)(C)c1nc(SCC(=O)N2CC(=O)Nc3ccccc32)c2ccccc2n1,1%,0%,1%,7%,-1%,4%,-3,0%,2%,?,16%
C=CCN1C=C2C(=O)C(C)(OC(=O)CCC(=O)OC)C(=O)C(Br)=C2C=C1c1ccc(OC)cc1 (stereo unspecified),-1%[11.5 µM],1%,3%,?,-6%,-4%,5,-1%,-1%,-6%[11.7 µM],13%
CCCCC(=O)Nc1ccccc1C(=O)N1CCOCC1,5%,24%,-1%,-14%,0%,-3%,-3,-2%,-2%,2%,27%
CCc1cc(=O)oc2c(CNCc3ccc(OC)cc3OC)c(O)c(Cl)cc12,.,3%,-22%,15%,5%,-6%,11,1%,-1%,-5%,1%
COc1cccc(NC(=S)N2CCC(N(C)CC3CCCO3)CC2)c1 (stereo unspecified),-22%,?,2%,.,1%,-24%,-2,7%,0%,1%,-3%
Cc1ccc[n+](/C(=C\C(=C=[N-])C#N)C(=O)c2ccc(Cl)cc2)c1,1%,2%,-5%,-10%,5%,?,8,-4%,1%,17%,18µM*
COc1c(C)cc(Br)cc1C(=O)Nc1ccc(S(N)(=O)=O)cc1,-1%,-1%,5%,43%[activator],3%,-1%,-4,-2%,-4%,-14%,-22%
COc1ccccc1C(=O)NCC(=O)N1CCN(S(=O)(=O)c2ccccc2C(F)(F)F)CC1,.,?,-6%,.,-1%,.,2,-1%,-7%,.,.
Fc1ccccc1-c1nc(NCc2ccccc2)c2ccccc2n1,0%,?,23%,-6%,-1%,-5%,-18,0%,0%,.,2%
Cc1ccc2c(Cl)c(C(=O)N/N=C/c3cccn3C)sc2c1,6%,?,-7%,?,?,1.6µM*,3,15%,?,-17%,1.3µM*
COCc1cc(C(C)=O)ccc1OCC(=O)Nc1ccc(NC(C)=O)cc1,1%,-9%,-1%,4%,6%,-6%,-11,-2%,0%,?,2%
Cc1cccc(OCC(=O)N/N=C\c2cccn2C)c1C,-8%,2%,3%,.,-14%,-2%,5,-6%,-6%,-12%,?
O=C1N=C(N2CCOCC2)S/C1=C\c1ccc(-c2ccccc2Cl)o1,-5%,?,6%,.,1%,0%,10,-4%,-7%,6%,9%[10 µM]
Cc1cc(C(=O)COC(=O)c2ccc3c(c2)OCO3)c(C)n1CC1CCCO1 (stereo unspecified),-10%,?,-2%,0%,2.1µM*,5%,-15,1.6µM*,1.3µM*,-6%,-15%
COc1ccc(CN2CCN(C(=O)c3cc(C4CC4)nn3-c3ccccc3)CC2)cc1F,.,?,19%,.,-3%,.,-12,2%,16%,.,.
COc1cc(S(=O)(=O)N2CC(=O)Nc3ccccc32)ccc1NC(C)=O,-7%,-5%,-6%,12%,-1%,-2%,0,5%,1%,21%,11%
COc1ccc(NC(=O)C2=C(C)NC(=O)NC2c2cccc(OC)c2OC)c(OC)c1 (stereo unspecified),1%,-18%,0%,4%,14%,0%,5,-5%,-3%,-2%,1%
O=C(N=C1SC2CS(=O)(=O)CC2N1c1cccc(Cl)c1Cl)C1CCCO1 (stereo unspecified),.,?,2%,-5%,1%,2%,4,-13%,1%,.,2%
COC(=O)c1c(C)[nH]c(C(=O)OCC(=O)N2c3ccccc3NC(=O)C2(C)C)c1C,-6%,-24%,0%,-14%,-2%,-7%,-8,-5%,0%,24%,37%
CC(=O)c1ccc(COC(=O)c2cc3ccccc3oc2=O)cc1,1%,?,1%,?,17µM*,25%,-1,-2%,6%,-17%,33%
CC1CCC(=O)N(CCSc2ccccc2)CC1 (stereo unspecified),3%,?,3%,-9%,5.4µM*,?,7,1.1µM*,0.89µM*,-15%,-33%
Fc1ccc2nc(Nc3nc4cc5c(cc4s3)OCCO5)sc2c1,-9%,?,13µM*,.,?,13µM*,-2,2.8µM*,2.8µM*,?,11µM*
Cc1ccc(-c2nnc3sc(C4COc5ccccc5O4)nn23)cc1 (stereo unspecified),0%,16%,-3%,2%,?,-1%,26,7%,-3%,-7%,-3%
CN(C)S(=O)(=O)c1cccc(C(=O)Nc2cc(Cl)cc(Cl)c2)c1,-1%,-2%,6%,2%,?,?,-1,-4%,4%,?,27%
CCOC(=O)C1CCN(C(=O)CN2C(=O)COc3ccc(C(C)(C)C)cc32)CC1,.,1%,-2%,0%,1%,6%,15,-4%,-3%,.,7%
Cc1ccc(Nc2nc(NCc3ccco3)c3ccccc3n2)cc1,-6%,?,-3%,-6%,21µM*,-13%[10 µM],-29,6%,0%,10%,?
NNC(=O)c1ccc(N2CCCCCC2)c([N+](=O)[O-])c1,22%,?,-1%,?,-10%,-5%,-9,-5%,-3%,1%,-33%
COc1ccc(NC(=O)CN(C)C(=O)Cc2ccc(S(=O)(=O)N3CCOCC3)s2)cc1,.,25%,-2%,.,1%,.,-3,4%,17%,.,.
CCOc1ccc(CC(=O)N/N=C(\C)c2cccnc2)cc1OCC,3%,-14%,1%,8%,0%,-4%,3,1%,-1%,3%,?
CC(=O)c1ccc(N2CCN(C(=O)COc3ccccc3F)CC2)c(F)c1,1%,-1%,2%,0%,3%,1%,7,-5%,-3%,3%,?
COc1ccccc1N1CCN(C(=O)C2CCN(C(=O)c3ccccc3C)CC2)CC1,-11%,?,1%,0%,0%,-6%,1,-4%,-2%,-17%,?
COc1cccc(-c2nnc(SC(C(=O)c3c[nH]c4ccccc34)c3ccccc3)n2C)c1 (stereo unspecified),-6%,?,1%,.,1%,?,-7,-2%,-10%,-6%,-21%
O=C(N/N=C/c1ccc(N2CCOCC2)o1)c1cccc(C(F)(F)F)c1,13%,-20%,-2%,3%,?,4µM*,7,2%,4%,-14%,6.3µM*
Cc1cc(C)c2nc(C(F)(F)F)nc(NCCCN3CCCC3=O)c2c1,4%,?,-7%,-5%,4%,-5%,5,-3%,-8%,11%,-11%
CCOC(=O)NC(=O)C(/C=N/c1sccc1C(=O)OC)=C(\C)O,-7%,13%,0%,6%,-2%,-12%[10 µM],-11,-10%,2%,-17%,-21%
CCCCn1cnc2cc(NCc3ccncc3)ccc21,-5%,12%,-2%,3%,5%,4%[0.365 µM],-17,-4%,-4%,-9%,-28%
O=C(CSc1ccc(Cl)cc1)NNC(=O)c1ccncc1,.,22%,-6%,.,4%,.,1,0%,-3%,.,.
CC(=O)Nc1ccccc1OC(C)C(=O)NC(C)c1ccc(F)cc1 (stereo unspecified),-5%,-14%,-1%,.,-2%,-1%,1,-1%,-8%,21%,-2%[10 µM]
O=[N+]([O-])c1cccc(S(=O)(=O)c2cccc([N+](=O)[O-])c2)c1,-1%,4%,-2%,?,3%,16%,4,-5%,3%,6%,-4%
Cc1cc(NS(=O)(=O)c2ccc(NC(=O)CSc3nnc(-c4ccco4)n3Cc3ccco3)cc2)nc(C)n1,-3%,5%,-7%,.,3%,1%,12,0%,0%,-1%,36%
C=C(C)CSc1nc(C)c(Cc2ccccc2)c(=O)[nH]1,-1%,0%,25%,3%,5%,13%,4,0%,6%,?,0%
O=C(NCCCSc1ccccc1)c1cc(Cl)ccc1O,5%,3%,4%,?,11µM*,-13%,-10,-3%,-10%,.,-4%
Cc1ccc(C)n1NC(=O)c1ccccc1O,-3%,2%,-3%,-10%,-8%,-3%,-5,-3%,4%,?,-31%

# The list is partial (hit frequency here may not be typical).
